Screens: PubChem BioAssay, several laboratories
FAK inh – FAK kinase inhibitors, primary screen, biochemical; Focal adhesion kinase 1 (Homo sapiens), Q05397; biochemical FAK kinase activity assay; inhibition, %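 (tested at 7 µM)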; 97,000 compounds, 0.84% hits; in the data active means inhibition above about 19%;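 further: 0% = DMSO and 100% = reference compound high control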
Pyk2 oligo antag – antagonists of Pyk2 self-association, primary screen, Q293 cells, FERM NanoBiT luminescence, HTS; stronger effect = lower value; 99,000 compounds, 0.83% hits; z-score (the deposit names both 25 µM and 10 µM); Protein-tyrosine kinase 2-beta (Homo sapiens), Q14289;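 active means Z-score of -3 or lower, scaled per plate to the spread of control and sample wells; inactive means z-score above -3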;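 further: negative z-score means lost luminescence so less FERM oligomerization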
Target sequence (Q14289 whole entry, looked up): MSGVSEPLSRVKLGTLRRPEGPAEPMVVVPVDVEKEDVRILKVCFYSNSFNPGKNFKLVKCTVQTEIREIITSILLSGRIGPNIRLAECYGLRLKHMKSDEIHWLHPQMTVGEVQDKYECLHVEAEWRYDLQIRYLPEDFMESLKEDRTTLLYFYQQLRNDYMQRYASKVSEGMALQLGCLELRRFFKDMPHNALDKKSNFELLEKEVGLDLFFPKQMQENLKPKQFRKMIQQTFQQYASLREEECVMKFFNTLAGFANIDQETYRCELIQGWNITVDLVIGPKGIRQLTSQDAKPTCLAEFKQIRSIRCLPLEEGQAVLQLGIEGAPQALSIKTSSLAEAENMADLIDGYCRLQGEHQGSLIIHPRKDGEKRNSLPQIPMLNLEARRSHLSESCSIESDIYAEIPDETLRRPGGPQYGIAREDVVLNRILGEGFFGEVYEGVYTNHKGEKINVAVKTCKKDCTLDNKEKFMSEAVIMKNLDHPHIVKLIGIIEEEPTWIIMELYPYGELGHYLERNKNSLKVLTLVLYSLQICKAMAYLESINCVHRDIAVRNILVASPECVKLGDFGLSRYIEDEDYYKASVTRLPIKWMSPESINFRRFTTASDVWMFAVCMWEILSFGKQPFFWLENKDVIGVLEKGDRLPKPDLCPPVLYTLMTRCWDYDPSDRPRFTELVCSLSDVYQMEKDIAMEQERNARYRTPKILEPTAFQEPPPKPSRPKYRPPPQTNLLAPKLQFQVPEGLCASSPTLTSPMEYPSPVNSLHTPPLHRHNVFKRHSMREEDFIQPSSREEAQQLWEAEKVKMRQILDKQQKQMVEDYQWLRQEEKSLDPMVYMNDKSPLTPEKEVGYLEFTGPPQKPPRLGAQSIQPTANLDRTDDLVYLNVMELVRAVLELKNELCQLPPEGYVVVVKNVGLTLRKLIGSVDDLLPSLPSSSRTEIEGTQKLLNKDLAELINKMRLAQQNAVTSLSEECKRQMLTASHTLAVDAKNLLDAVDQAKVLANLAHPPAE
HUVEC tox IL1B – cytotoxicity in IL-1B stimulated HUVEC, primary screen, cytotoxicity control for IL-1B NFkB translocation project, imaging, Hoechst nuclear count, IL-1B stimulus; HUVEC cell count loss; cell count reduction, % at 2 µM; 94,000 compounds, 0.41% hits; AID 845, 2007;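 active means cell count reduction more than 3 SD above the screen-wide mean, cut at about 70% in these data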;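 further: normalized per plate to untreated control cells as the no-loss baseline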
LYP inh 2 – PTPN22 phosphatase inhibitors, primary screen, biochemical, DiFMUP fluorescence, 2 µM. Tyrosine-protein phosphatase non-receptor type 22 (Homo sapiens), Q9Y2R2. recombinant LYP catalytic domain. inhibition, % at 2 µM. 96,000 compounds, 0.21% hits;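 active means inhibition at 2 µM at or above a set limit, the screen mean plus 3 SD, cut at about 24% in these data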;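 further: 0% = DMSO with enzyme and 100% = enzyme fully blocked by orthovanadate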
F-actin modifier – modifiers of F-actin cytoskeleton organization, primary screen, imaging, HUVEC, phalloidin staining, high-content imaging; inhibition, % at 2 µM; AID 836, 2007; 91,000 compounds, 0.18% hits; HUVEC TNFa F-actin phalloidin imaging;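 active means inhibition above the batch mean plus 3 SD and confirmed as a hit by visual image inspection, cut at about 30% in these data, passing the limit was not always enough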; further: strong numbers were not always called active
VCAM1 TNFa inh – inhibitors of TNFa-induced VCAM1 expression, primary screen, imaging, HUVEC, TNFa stimulus, immunofluorescence; 95,000 compounds, 0.48% hits; inhibition, % at 2 µM; HUVEC TNFa-induced VCAM-1 immunofluorescence, high-content imaging;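 active means inhibition above the batch mean plus 3 SD, with images confirmed as a hit by eye, cut at about 37% in these data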;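 further: 0% = TNF-stimulated DMSO wells and 100% = unstimulated control wells; not every result past the cut was called active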
ERa coact inh – ERα–SRC-1 coactivator interaction inhibitors, primary screen, biochemical, TR-FRET, ERα LBD, estradiol-bound; TR-FRET ER-alpha LBD / SRC-1 peptide; inhibition, % at 25.6 µM; 86,000 compounds, 1.7% hits; AID 629, 2007; in the data active means inhibition above about 50%;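 further: 0% = receptor plus peptide control and 100% = peptide only without receptor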
HUVEC tox TNFa – cytotoxicity in TNFa-stimulated HUVEC, primary screen, cytotoxicity control for VCAM1 expression modulator project, imaging, Hoechst nuclei count; HUVEC TNFalpha-stimulated, Hoechst cell count; 93,000 compounds, 0.17% hits; cell count reduction, % at 2 µM;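 active means cell count reduction exceeding the screen mean by over 5 SD, scaled to untreated wells per plate, cut at about 78% in these data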;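 further: cells counted after 24 h of TNF alpha exposure following the 1 h pretreatment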
PTPN22 act – LYP phosphatase activators, primary screen, biochemical, DiFMUP fluorescence, 2 µM. Tyrosine-protein phosphatase non-receptor type 22 (Homo sapiens), Q9Y2R2. recombinant LYP; 0 = plate median, 100 = signal doubled. activation, % at 2 µM. 96,000 compounds, 0.11% hits;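 active means activation at 2 µM above a set limit, the mean plus 5 SD, cut at about 37% in these data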
* = called active by the depositor; / = no result given; [ ] = another dose, or the depositor's remark. Not a hit list; any-hit rate near 3.8%.

The line under a structure holds: FAK inh	Pyk2 oligo antag	HUVEC tox IL1B	LYP inh 2	F-actin modifier	VCAM1 TNFa inh	ERa coact inh	HUVEC tox TNFa	PTPN22 act
O=C(NCCN1CCOCC1)Nc1ccc(Cl)cc1Cl
  -0.7	-1.1	0.0	-5.9	-2.9	-1.3	-6.7	-4.6	2.0
Cc1cc(NCc2ccco2)n2c(nc3ccccc32)c1C#N
  2.3	0.74	-12.5	-2.9	0.3	18.2	/	-21.6	0.3
Cc1nc2sc(C(=O)O)c(N)c2c2c1COC(C)(C)C2
  -2.1	-0.17	-29.3	-4.9	9.4	1.0	-2.6	-28.0	2.4
Cc1cccc2c1N(CCCOc1ccc(C(C)(C)C)cc1)C(=O)C2=O
  -4.3	/	-4.0	3.5	1.7	5.6	8.1	-40.4	-6.2
COc1ccc(C2c3c4c(n(C)c3CCN2C)CCN(C)C4c2ccc(OC)cc2)cc1 (configuration not stated)
  -0.5	0.14	-2.2	0.1	-20.3	-4.8	-5.1	22.6	3.3
NC(=O)c1cc(N2C(=O)C3CC=CCC3C2=O)ccc1N1CCCCC1 (configuration not stated)
  -0.4	-0.37	-12.7	12.6	2.2	4.6	3.1	-27.9	-12.1
CCOc1cc(C(=O)Nc2cc(C)on2)cc(OCC)c1OCC
  -0.1	-0.59	-31.1	-8.3	5.2	10.8	-7.9	-21.8	10.8
COc1cccc(NC(=O)CCCn2c(=O)[nH]c3ccccc3c2=O)c1
  -5.2	-0.06	-2.2	-17.6	10.4	-3.9	-8.0	1.4	15.7
OC(C#CCN1CCCC1)c1ccccc1 (configuration not stated)
  6.1	0.04	16.9	2.9	0.0	2.1	10.4	3.1	-1.8
CCCC(=O)Nc1cc2c(cc1C(=O)c1ccccc1)OCCO2
  0.1	-0.69	-27.0	-0.8	-27.9	-0.2	-21.0	-14.0	-1.7
Cc1ccc(C)c2c1cc(C)c1nnc(SCc3ccccn3)n12
  0.3	-0.16	0.8	3.4	22.4	6.3	/	3.0	1.9
Cc1noc(C)c1COc1cccc(C(=O)OC(C)C(=O)Nc2ccc3c(c2)OCO3)c1 (configuration not stated)
  -0.5	-0.49	15.2	2.0	19.4	19.9	/	-5.3	0.9
CC1CCC(Nc2nnnn2-c2ccccc2)CC1 (configuration not stated)
  -5.2	0.28	-28.1	-4.2	-12.6	24.2	/	20.1	7.3
O=C(O)CCCC(=O)N1CC(=O)Nc2ccccc21
  0.3	-0.23	-4.2	-4.0	12.9	-26.5	1.7	14.3	3.3
O=C(CCNS(=O)(=O)c1cccc2nonc12)N1CCN(c2cccc(Cl)c2)CC1
  1.8	1.25	14.2	-3.6	5.5	-1.1	-28.4	/	5.4
CC1CCCCC1NC(=O)COC(=O)c1ccc(S(=O)(=O)N2CCOCC2)cc1 (configuration not stated)
  -1.3	1.17	7.9	-3.9	-33.8	-0.3	-2.5	-30.5	3.5
CCC(NC(=O)C1CCC1)c1ccccc1 (configuration not stated)
  3.0	1.1	5.3	-0.3	9.2	29.1	-2.3	4.3	-1.4
C=CCn1c(CNC(=O)c2ccccc2C)nnc1SCC(=O)NC1CCCC1
  -0.5	0.89	3.6	-3.0	4.6	-6.0	-8.2	-14.0	3.2
CC(=O)N1CCN(S(=O)(=O)c2cccc(C(=O)Nc3nc4ccccc4[nH]3)c2)CC1
  9.0	-0.01	41.7	11.2	0.5	30.7	2.8	23.0	-8.7
CCOc1ccc(OCCOCCN2CCc3ccccc3C2)cc1
  -2.8	0.16	-15.0	-2.4	16.3	9.7	/	-12.3	6.7

Random excerpt: 5 entries already listed
The line under a structure holds: FAK inh	Pyk2 oligo antag	HUVEC tox IL1B	LYP inh 2	F-actin modifier	VCAM1 TNFa inh	ERa coact inh	HUVEC tox TNFa	PTPN22 act
COc1ccc(C2c3c4c(n(C)c3CCN2C)CCN(C)C4c2ccc(OC)cc2)cc1 (configuration not stated)
  -0.5	0.14	-2.2	0.1	-20.3	-4.8	-5.1	22.6	3.3
COc1cccc(NC(=O)CCCn2c(=O)[nH]c3ccccc3c2=O)c1
  -5.2	-0.06	-2.2	-17.6	10.4	-3.9	-8.0	1.4	15.7
O=C(O)CCCC(=O)N1CC(=O)Nc2ccccc21
  0.3	-0.23	-4.2	-4.0	12.9	-26.5	1.7	14.3	3.3
Cc1nc2sc(C(=O)O)c(N)c2c2c1COC(C)(C)C2
  -2.1	-0.17	-29.3	-4.9	9.4	1.0	-2.6	-28.0	2.4
O=C(CCNS(=O)(=O)c1cccc2nonc12)N1CCN(c2cccc(Cl)c2)CC1
  1.8	1.25	14.2	-3.6	5.5	-1.1	-28.4	/	5.4

Carrying on.
The line under a structure holds: FAK inh	Pyk2 oligo antag	HUVEC tox IL1B	LYP inh 2	F-actin modifier	VCAM1 TNFa inh	ERa coact inh	HUVEC tox TNFa	PTPN22 act
Cc1cc(OC(=O)N2CCOCC2)cc(C)c1Cl
  -1.1	-0.63	18.7	-2.7	0.1	9.6	-1.2	-12.2	6.5
O=C(c1ccc(F)cc1)c1cc2ccccc2o1
  2.5	0	-22.6	2.2	12.7	2.9	-4.2	-23.2	-3.3
Cc1cccc(NC(=S)NNC(=O)CCn2cc(C)cn2)c1
  -4.3	2.25	-6.3	0.9	-1.9	5.7	/	-21.5	1.3
CCOC(=O)c1[nH]c2ccccc2c1NC(=O)COC
  -1.4	/	0.5	0.2	-10.8	25.7	-4.4	-4.4	-1.1
Cc1nn(-c2cccc(Cl)c2)c2c1C(c1ccncc1)C(C#N)=C(N)O2 (configuration not stated)
  -3.8	-0.2	3.8	4.1	-9.1	-1.8	10.2	2.5	-1.3
O=c1oc(-c2ccccc2)nc2c1C1(CCCCC1)Cc1ccccc1-2
  3.9	0.4	-0.3	-1.8	10.6	17.3	2.4	-17.6	2.1
O=C(NCC1CCCO1)C1CCC(N2C(=O)c3ccccc3C2=O)CC1 (configuration not stated)
  0.5	2.27	-1.7	-5.8	-6.3	-3.7	-1.7	0.8	4.8
O=C(Nc1ccon1)c1csc2ccccc12
  -2.1	0.05	-138.3	8.2	-6.7	-3.1	-0.2	-8.3	-8.9
CSCC[C@H](NC(=O)OC(C)(C)C)C(=O)N1CCC(C(=O)N[C@H](C(=O)O)C(C)C)CC1
  -11.8	-0.6	1.6	-3.3	-18.5	4.1	-0.4[fluorescence artefact?]	6.9	7.1
C[n+]1c2n(c3ccccc31)N=C(c1ccccc1)CS2
  -13.0	0.08	-7.1	-8.5	-4.4	6.3	/	-12.6	10.9
COC(=O)c1ccc(CSc2nnc(CNC(=O)c3ccc(OC)cc3)o2)o1
  1.2	1.3	/	2.3	5.8	3.8	4.0	-9.2	-4.8
CN1OC(CC(=O)O)N(c2ccc(Cl)cc2)C1=O (configuration not stated)
  -0.8	1.26	-8.5	7.6	3.3	8.3	0.5	10.5	-7.0
CCOCCCNC(=O)CN1C(=O)CSc2cc(S(=O)(=O)N3CCCCCC3)ccc21
  -1.8	0.41	-8.1	2.6	12.4	-8.0	-2.6	-22.9	-5.6
O=C(/C=C/c1ccccc1)N1CCN(c2cccc(Cl)n2)CC1
  -2.5	0.53	-3.8	-0.8	13.5	-14.7	/	3.7	3.9
CCc1nc(SCc2cccnc2)c(C#N)cc1C
  2.7	-0.86	-7.3	4.8	-13.2	17.4	1.9	-24.1	-1.1
CCNC(=S)N1CCN(C(=O)c2ccco2)CC1
  -5.5	0.1	/	-9.6	-23.1	-3.5	/	15.0	15.6
COc1cccc(/C(O)=C2\C(=O)C(=O)N(c3ccccn3)C2c2cccc(OC)c2OC)c1 (configuration not stated)
  -6.2	0.65	-6.7	-5.8	-22.9	-16.0	-5.2	4.6	10.4
Cn1c(SCC(=O)NC(C)(C)C)nnc1-c1cccc(NC(=O)c2ccccc2F)c1
  0.4	-0.04	-14.5	-6.4	/	5.0	12.7	-19.5	7.5
CCN(CC)C(=O)C(=O)N/N=C/c1ccc(Br)cc1
  -3.1	2.15	-16.4	-1.9	-6.3	-5.0	/	-5.1	5.3
Cc1cc(C)n2nc(C(=O)N3CCOCC3)nc2n1
  -2.8	-0.03	-74.8	-7.0	-11.2	-3.1	-8.7	-32.1	4.1

Next section
The line under a structure holds: FAK inh	Pyk2 oligo antag	HUVEC tox IL1B	LYP inh 2	F-actin modifier	VCAM1 TNFa inh	ERa coact inh	HUVEC tox TNFa	PTPN22 act
O=C(c1ccco1)N1CCN(Cc2nc3ccccc3c(=O)n2-c2ccc(F)cc2)CC1
  -2.4	1.14	19.0	-6.4	13.8	-0.1	-5.0	-21.3	5.7
CC(C)Cc1ccc(S(=O)(=O)N2CCN(C(=O)c3ccco3)CC2)cc1
  2.1	-1.09	-14.3	-7.7	-37.8	10.7	-7.4	1.2	12.1
CCOc1ccc(-c2nc(S(=O)(=O)c3ccccc3)c(NCc3cccnc3)o2)cc1
  0.1	-3.32*	-88.5	-6.5	-16.1	7.8	-2.3	-0.4	4.7
CCOC(=O)c1ccccc1NC(=O)COC(=O)C1=COCCO1
  1.6	-0.39	-20.0	3.4	10.1	12.0	-7.1	-11.0	-6.1
COc1nc2ccccc2c(=O)n1OCC(C)C
  9.2	0.06	-9.6	7.9	-4.9	11.5	2.0	10.7	-10.3
Oc1ccc(/C=N/Nc2nccnc2Cl)cc1
  -1.1	0.31	14.7	3.9	/	2.6	-6.2	2.3	-2.3
O=C(Nc1nc2n(n1)C(c1ccccc1)CC(c1ccc(Cl)cc1)N2)c1ccco1 (configuration not stated)
  1.8	-1.64	-11.8	2.0	-2.5	-3.8	7.9[fluorescence artefact?]	-24.1	-6.0
NC(=O)c1ccc(-n2nnnc2Oc2ccccc2)cc1
  -1.0	1.73	-7.5	3.7	-15.4	-1.1	-2.5	-17.0	-2.1
COC(=O)CSc1nnc(C)c(=O)[nH]1
  1.1	1.63	-6.8	-2.2	8.0	0.2	-13.4	-37.2	3.6
COc1cc(C(=O)OCC(=O)N(C)Cc2ccccc2)cc(OC)c1OC
  0.8	-0.29	-12.4	-0.4	/	/	0.2	/	4.6
Cc1ccc(CN2CC34C=CC(O3)C(C(=O)NCc3ccc5c(c3)OCO5)C4C2=O)cc1 (configuration not stated)
  0.0	-0.32	-6.7	6.8	-5.5	1.5	13.9[fluorescence artefact?]	-44.6	-8.5
CCOc1ccc(N(C(=O)Cn2nnc3ccccc32)C(C(=O)NC(C)(C)CC)c2cccn2C)cc1 (configuration not stated)
  -2.1	0.97	11.3	-4.7	-18.7	17.3	-5.4	4.2	5.3
COc1ccc(S(=O)(=O)N2CCN(c3cccc(C)c3C)CC2)cc1
  1.5	/	-2.3	1.5	-4.9	8.3	-4.5	-24.0	-4.2
Cc1ccccc1NC(=O)Cn1c(C)nc2ccc(N)cc2c1=O
  -0.8	-0.21	-13.4	3.5	-2.2	-0.3	/	-14.7	-1.7
CCOC(=O)c1cnc(SCc2ccccc2)nc1N
  2.7	-2.38	13.8	-6.8	3.2	-5.3	-17.2	-15.0	1.3
Cc1cc(C)n(CC(O)COCc2ccco2)n1 (configuration not stated)
  -1.8	-0.38	2.2	-6.6	-11.8	-7.6	-7.4	-10.8	5.1
O=c1c(-c2ccccc2)[n+]([O-])c2ccccc2n1O
  -3.4	0.05	-122.9	3.0	-10.4	-7.7	-24.2	-14.2	-3.3
